# GAA glycogen mod = alters human alpha-glucosidase cleavage of glycogen | P10253 | recombinant GAA, glycogen substrate, Amplex Red glucose oxidase fluorescence | Potency, µM (series often up to 76.4 µM), for inactives: top-dose activity change, negative = inhibition, most hits filed as inhibitors | hit rate 0.38% among 300,000 | AID 2100;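 also: 0% = full enzyme reaction and -100% = no-enzyme basal signal; the screen sought inhibitors and activators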
#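 Recombinant enzyme (4 nM final) with compounds titrated up to 77 uM and bovine liver glycogen (30 ug) in citrate pH 5.0, 0.01% Tween-20, 37 C 40 min. Released glucose detected by Amplex Red/glucose oxidase (Ex 573/Em 610); AC50 from Hill fits.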
# L3MBTL1 inh = L3MBTL1 (human) inhibition; Q9Y468; AlphaScreen L3MBTL1–H3K9me1 peptide binding; Potency, µM (series often up to 57.1 µM), for inactives: at the highest dose activity, negative = inhibition, actives largely listed as inhibitors; hit rate 0.66% among 230,000; AID 485360; also: nearly all actives have a fitted effect of over 60% in size
# Target sequence (Q9Y468 whole entry, looked up): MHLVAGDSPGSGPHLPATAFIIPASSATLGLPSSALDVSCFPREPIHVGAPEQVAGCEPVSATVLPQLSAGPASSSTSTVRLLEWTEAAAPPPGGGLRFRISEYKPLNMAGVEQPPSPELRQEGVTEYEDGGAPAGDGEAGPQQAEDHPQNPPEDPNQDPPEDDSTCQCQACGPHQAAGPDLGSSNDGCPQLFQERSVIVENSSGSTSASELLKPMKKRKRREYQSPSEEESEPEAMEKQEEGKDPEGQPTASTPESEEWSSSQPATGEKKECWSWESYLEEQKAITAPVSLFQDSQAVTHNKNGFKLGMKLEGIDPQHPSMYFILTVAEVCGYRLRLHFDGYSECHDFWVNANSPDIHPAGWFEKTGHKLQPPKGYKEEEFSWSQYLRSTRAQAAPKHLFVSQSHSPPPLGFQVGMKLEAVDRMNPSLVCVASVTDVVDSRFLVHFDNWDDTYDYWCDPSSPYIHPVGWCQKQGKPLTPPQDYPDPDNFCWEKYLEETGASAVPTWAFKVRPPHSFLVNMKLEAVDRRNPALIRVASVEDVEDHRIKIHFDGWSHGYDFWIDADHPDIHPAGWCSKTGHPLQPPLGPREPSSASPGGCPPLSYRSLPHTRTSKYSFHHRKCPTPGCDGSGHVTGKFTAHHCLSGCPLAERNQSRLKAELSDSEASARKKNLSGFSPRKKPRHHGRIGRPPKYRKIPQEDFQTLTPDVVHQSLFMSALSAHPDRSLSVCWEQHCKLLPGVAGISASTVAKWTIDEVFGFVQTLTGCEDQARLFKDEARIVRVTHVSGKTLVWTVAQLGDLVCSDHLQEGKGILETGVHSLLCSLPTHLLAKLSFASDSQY
#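 AlphaScreen proximity signal between nickel-chelate acceptor and streptavidin donor beads (final 10 ug/mL) reports binding of 50 nM L3MBTL1 to 75 nM biotin-H3 K9me1 peptide; complex incubated with compounds 30 min at room temperature; cefsulodin titration as control.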
# * = called active by the depositor; ? = inconclusive; [ ] = another dose, or the depositor's remark. Calls follow the shape of the dose curve; as a rule, active = well fitted curve in the direction sought with a large enough effect; inconclusive = small, poorly fitted or top-dose-only effect, or another doubt; inactive = no such curve, though single readings can be large; an effect the other way counts as inactive or inconclusive. Unless noted, % is scaled to controls: 0 for no effect and ±100 for the full control effect; potency is read from the fitted curve at half-maximal effect. Some of the compounds tested; rates above refer to the full screens.
smiles | GAA glycogen mod | L3MBTL1 inh
CC1CCCC(N2CCN(C(=O)c3ccc([N+](=O)[O-])cc3)CC2)C1 (stereo unspecified) | 0%[76.3 µM] | 2%
O=C1[C@H]2[C@@H](/C=C/c3ccccc3)N3C(=O)CN(Cc4ccccn4)C(=O)[C@@]3(Cc3ccccc3)[C@H]2C(=O)N1c1ccccc1 | -5%[76.3 µM] | 0%
c1ccc2c(CN3CCSCC3)cccc2c1 | -1%[76.3 µM] | -8%[2.29 µM]
O=C(O)C1CC(=O)N(c2ccc(OCc3ccc(Br)cc3)cc2)C1 (stereo unspecified) | -1%[76.3 µM] | 0%
Cn1cc(C(=O)C(=O)N2CCCC2)c2ccccc21 | -1%[76.3 µM] | 1%
O=C(CN1C(=O)c2cccnc2Oc2ccc(Cl)cc21)NC1CCCCC1 | 18%[76.3 µM] | 5%
O=C(Nc1ccccc1C(F)(F)F)c1cc2ccccc2o1 | -11%[76.3 µM] | 4%
CCCCCCCCOc1ccc(C2CC(=O)NC2=O)cc1 (stereo unspecified) | 17%[76.3 µM] | 3%
Cc1onc(-c2ccccc2Cl)c1C(=O)NCCn1c(C)cc2ccccc21 | -11%[76.3 µM] | -12%
COc1ccc(Cl)cc1NC(=O)C[n+]1ccccc1 | -1%[76.3 µM] | 5%
O=C1CCN(CCc2ccccc2)CCN1CCOc1ccccc1 | -1%[76.3 µM] | -6%
CC(=O)NC(c1ccccc1)c1cc(Cl)c2cccnc2c1O (stereo unspecified) | 8%[76.3 µM] | -2%
CCC(C)C(=O)Nc1nnc(CCc2ccccc2)s1 (stereo unspecified) | -5%[76.3 µM] | 37%[activator]
Oc1ccccc1C(=S)N1CCCC1 | 3%[76.3 µM] | 3%[2.29 µM]
CC(CN1CCCC1)OC(=O)c1ccc(Cl)cc1Cl (stereo unspecified) | 3%[76.3 µM] | -6%

# The listing continues.
smiles | GAA glycogen mod | L3MBTL1 inh
CCNC(=S)N(CCCN(C)C)Cc1cc2cc3c(cc2[nH]c1=O)OCCO3 | -3%[76.3 µM] | 3%[2.29 µM]
COc1ccc(/C=C2\SC(=S)N(CCC(=O)Nc3ccc(C(=O)O)cc3)C2=O)cc1 | -6%[76.3 µM] | -4%[2.29 µM]
CC(C)CC(=O)NC(c1ccccc1)c1c(O)ccc2ccccc12 (stereo unspecified) | -7%[76.3 µM] | -8%
Clc1ccccc1OCCCOc1cccc2cccnc12 | -7%[76.3 µM] | 4%[2.29 µM]
Cc1ccc(-c2csc3ncn(C(C)C(=O)O)c(=O)c23)cc1 (stereo unspecified) | -15%[76.3 µM] | 6%
CCOc1cc(C)c(S(=O)(=O)NCc2ccccn2)cc1C | -1%[76.3 µM] | 2%
Cc1ccc2oc(C(=O)N3CCN(CCO)CC3)c(C)c2c1 | 1%[76.3 µM] | -2%
O=S1(=O)[C@H]2C[C@@H]3C=C[C@@]2(CN1Cc1ccc(F)cc1)O3 | -5%[76.3 µM] | -1%
CCc1ccc(Nc2cc(C)nc3ncnn23)cc1 | -7%[76.3 µM] | 4%
CN1C(=O)CSC1=Nc1ccc(F)cc1 | -4%[76.3 µM] | -4%
CN(C)c1ccc(-c2ccc3c(=O)c4ccccc4n(C)c3c2)cn1 | ? | 2%
CC(=O)n1c2ccccc2c2nc3ccccc3nc21 | -1%[76.3 µM] | 38%[activator][2.29 µM]
Cc1cc(C)nc(N2CCN(c3ccc(F)cc3)CC2)n1 | -10%[76.3 µM] | 0%
Cc1ccc(-c2nnc(NC3CCCC3)s2)cc1 | -7%[76.3 µM] | -3%
CCOc1ccc(C(=O)Nc2ccc3[nH]ncc3c2)cc1 | -15%[76.3 µM] | 48%[activator]

# 4 entries picked at random from the list so far, as already listed:
smiles | GAA glycogen mod | L3MBTL1 inh
Cc1ccc(-c2nnc(NC3CCCC3)s2)cc1 | -7%[76.3 µM] | -3%
Cc1ccc(-c2csc3ncn(C(C)C(=O)O)c(=O)c23)cc1 (stereo unspecified) | -15%[76.3 µM] | 6%
CC(C)CC(=O)NC(c1ccccc1)c1c(O)ccc2ccccc12 (stereo unspecified) | -7%[76.3 µM] | -8%
Cc1ccc2oc(C(=O)N3CCN(CCO)CC3)c(C)c2c1 | 1%[76.3 µM] | -2%

# The results go on:
smiles | GAA glycogen mod | L3MBTL1 inh
C/C(=N\Nc1nc(C)cc(-c2ccccc2)n1)c1ccc(F)cc1 | -13%[76.3 µM] | -2%
CCN(CC)CCN(Cc1cc2cc3c(cc2[nH]c1=O)OCCO3)C(=S)NCCCOC | -4%[76.3 µM] | -2%
O=C(Nc1cccc2ncccc12)c1ccccc1F | -2%[76.3 µM] | -4%
COc1cc(/C(O)=C(\C#N)c2nc3ccccc3[nH]2)cc(OC)c1OC | -22%[15.3 µM] | 1%
O=C(Nc1ccc(-c2ccccc2)cc1)c1ccccc1 | -9%[76.3 µM] | -3%[2.29 µM]
CCCn1nnnc1NCc1cccc(OC)c1OCC | 1%[76.3 µM] | 1%
O=[N+]([O-])c1cc2c(cc1CN1CCN(c3ccc(F)cc3)CC1)OCO2 | -11%[0.611 µM] | -11%
COc1cc(/C=C2/C(=O)NN(c3ccc(Cl)cc3)C2=O)cc(Br)c1O | -25%[76.3 µM] | -24%
O=C(Nc1c[nH]c(=O)[nH]c1=O)c1ccccc1Br | -2%[76.3 µM] | 11%
O=C(C[C@H]1C(=O)N(c2ccc(F)c(F)c2)C[C@@H]1Cc1ccccc1)Nc1ccccc1 | 1%[76.3 µM] | -1%
CC(=O)Nc1ccc2nc(NC(=O)c3ccc([N+](=O)[O-])o3)sc2c1 | -8%[76.3 µM] | 0%
Clc1cccc(/C=N/N2CCN(Cc3ccccc3)CC2)c1 | 6%[76.3 µM] | -16%
CCN(CC(=O)N1CCCC1)S(=O)(=O)c1cc(C)ccc1OC | 4%[76.3 µM] | -3%
Fc1ccc(CNCC2CCCO2)cc1 (stereo unspecified) | 16%[76.3 µM] | 1%
CN(C)c1ccc(/C=C2\SC(N3CCCCC3)=NC2=O)cc1 | 24%[76.3 µM] | 0%

# Additional compounds follow:
smiles | GAA glycogen mod | L3MBTL1 inh
COC(=O)c1cn(CC(=O)Nc2ccc(OC)cc2)c2ccccc12 | -7%[76.3 µM] | 1%
CC(C)(Cc1cc(CC(C)(C)C(=O)O)cc(C(C)(C)C)c1)C(=O)O | -6%[76.3 µM] | -7%
O=S(=O)(c1ccc(-c2ccccc2)cc1)N1CCCCC1 | 3%[76.3 µM] | -5%
COC(=O)C1=CN(c2ccc(F)c(F)c2)C=C(C(=O)OC)C1c1ccc([N+](=O)[O-])cc1 | 17%[76.3 µM] | -3%
Cc1c(Cc2ccccc2)c(=O)oc2c(C)c(OCC(=O)N3CCC(C(=O)O)CC3)ccc12 | 0%[76.3 µM] | 1%
O=[N+]([O-])c1ccc(N2CCN(Cc3ccc(Br)o3)CC2)cc1 | 0%[76.3 µM] | -4%
CCC[C@@H](OS(N)(=O)=O)[C@@H](Cc1ccccc1)C(=O)OCC | 8%[76.3 µM] | 6%
O=c1[nH]c2ccccc2n1Cc1ccc(F)cc1 | 20%[76.3 µM] | 1%
CN(C)c1cccc(C(=O)N(C)C2CCCN(Cc3ccccc3F)C2)c1 (stereo unspecified) | -21%[76.3 µM] | -1%
O=[N+]([O-])c1ccc2c(c1)Nc1nc3ccccc3nc1N2 | 6%[76.3 µM] | -5%
O=C(NCc1ccc(F)cc1)c1ccc2c(=O)n3c(nc2c1)CCCCC3 | -1%[76.3 µM] | 8%
CCOC(=O)C1(CCOc2ccccc2)CCN(Cc2ccc(F)c(OC)c2)CC1 | -15%[76.3 µM] | 0%
COc1ccc(NC(=O)CN(c2ccc(Cl)cc2)S(C)(=O)=O)cc1OC | -11%[76.3 µM] | -2%
COc1ccc(CC(=O)NCC2CCCN(Cc3ccc(F)c(OC)c3)C2)cc1 (stereo unspecified) | -8%[76.3 µM] | 0%
CC(C)CC(C(=O)NC(C)(C)C)N(Cc1ccccc1Cl)C(=O)c1snc(C(N)=O)c1N (stereo unspecified) | -3%[76.3 µM] | 0%

# Next part
smiles | GAA glycogen mod | L3MBTL1 inh
COc1ccc(CCNS(=O)(=O)c2ccc([N+](=O)[O-])cc2)cc1OC | -11%[76.3 µM] | 0%
O=C(O)c1ccccc1C(=O)N1N=C(c2ccccc2)CC1c1ccccc1O (stereo unspecified) | 0%[76.3 µM] | 2%
COC(=O)c1cc(Cl)cc2c(C)c(C3(O)CCCCC3)[nH]c12 | -17%[76.3 µM] | 5%
Cc1ccc(O)c(NC(=O)c2cc(-c3ccccc3)on2)c1 | 9%[76.3 µM] | -1%[2.29 µM]
CCc1ccc(NC(=O)Cc2ccc(NC3=NC4CS(=O)(=O)CC4S3)cc2)cc1 (stereo unspecified) | 9%[76.3 µM] | 5%
COc1cc(C(=O)N(C)C2CCCCC2)ccc1OC1CCN(C(C)=O)CC1 | -10%[76.3 µM] | 6%
O=C(O)CCCCCCCCc1cn(CC2CCCCC2)nn1 | -4%[76.3 µM] | 8%
CC(C)N1CC(C(=O)Nc2cc(Cl)cc(Cl)c2)CC1=O (stereo unspecified) | -3%[76.3 µM] | -3%[2.29 µM]
COC(=O)c1cc(CN2CCN(c3ccccc3)CC2)ccc1O | 0%[76.3 µM] | 1%[2.29 µM]
CCN(CC)CCN(C)Cc1nc(C(c2ccccc2)c2ccccc2)no1 | -9%[76.3 µM] | -7%
COc1ccc(NC(=O)c2cnn(-c3ccccc3)c2C)cc1 | -6%[76.3 µM] | 2%[2.29 µM]
O=C(Nc1ccc(Br)cc1)c1ccc2c(c1)OCO2 | -16%[76.3 µM] | -1%
CC1=C(C(=O)OCc2ccccc2)C(c2ccccc2)NC(=O)N1CCCC(=O)O (stereo unspecified) | -8%[76.3 µM] | 3%
O=C(O)CNS(=O)(=O)c1ccc2c(c1)Cc1cc(S(=O)(=O)NCC(=O)O)ccc1-2 | 2%[76.3 µM] | 4%
COc1cccc(NC(=O)c2ccc3c(c2)OCO3)c1 | 1%[76.3 µM] | -13%

# Continuation:
smiles | GAA glycogen mod | L3MBTL1 inh
O=C(Nc1ccc2c(c1)OCCO2)c1cccc(Cl)c1Cl | -7%[76.3 µM] | -3%
CCCCNC(=O)N1CCCC(C(=O)c2cc(C)c(OC)c(C)c2)C1 (stereo unspecified) | -10%[76.3 µM] | 1%
Cc1ccccc1NC(=S)N1CCN(c2ccccc2)CC1 | 14%[76.3 µM] | -3%[2.29 µM]
COCC(=O)Nc1ccc2c(c1)OCC(=O)N2Cc1ccc(C)cc1 | 1%[76.3 µM] | -3%
COc1ccc(/C=N/NC(=O)c2cccnc2)cc1O | -9%[76.3 µM] | 3%[2.29 µM]
O=C(CSc1nnnn1-c1ccccc1)Nc1ccccc1 | -1%[76.3 µM] | 4%
Cc1ccc(C)c(N2CCN(CC3CCCCC3)CC2)c1 | 2%[76.3 µM] | 2%
Cc1c(Cl)c([N+](=O)[O-])nn1CC(=O)NCc1ccc(Cl)cc1 | 16%[76.3 µM] | 1%
CC(=O)c1cn(CC(=O)Nc2ccccc2Cl)c2ccccc12 | -1%[76.3 µM] | 0%
O=C1CCN(CCc2ccccc2)CCN1[C@H](CO)Cc1ccccc1 | -5%[76.3 µM] | 6%
Cc1cc(C)c2nc(N3CCOCC3)c(C#N)cc2c1 | -6%[76.3 µM] | 73%[activator]
O=[N+]([O-])c1ccc(CN2CCC(Cc3ccccc3)CC2)cc1 | 18%[76.3 µM] | -5%
COc1ccc(-c2nc(CS(=O)(=O)CC(=O)NCc3cccc(F)c3)c(C)o2)cc1 | 12%[76.3 µM] | -5%
CCOc1ccc(S(=O)(=O)n2cnc3ccccc32)cc1 | 14%[76.3 µM] | 3%
CC1=C(C)C(O)N(Cc2ccccc2)C1=O (stereo unspecified) | 2%[76.3 µM] | -1%

# Compound profiles, from the list above.
# COc1cc(C(=O)N(C)C2CCCCC2)ccc1OC1CCN(C(C)=O)CC1 as listed: GAA glycogen mod = -10%[76.3 µM]; L3MBTL1 inh = 6%
# Cn1cc(C(=O)C(=O)N2CCCC2)c2ccccc21 as listed: GAA glycogen mod = -1%[76.3 µM]; L3MBTL1 inh = 1%

# Following part.
smiles | GAA glycogen mod | L3MBTL1 inh
Cc1ccc(SCCSc2nc(N)cc(=O)[nH]2)cc1 | 4%[76.3 µM] | -6%
CC(C)(C)C(=O)C1=C(O)C(=O)N(Cc2ccccc2)C1c1ccccc1F (stereo unspecified) | 1%[76.3 µM] | -2%[2.29 µM]
Cc1nc2ccccc2n1CC(=O)c1ccccc1 | 2%[76.3 µM] | 6%
O=C1[C@H]2[C@@H](c3ccc(F)cc3)N3C(=O)N(c4cccc(Br)c4)C(=O)[C@@]3(Cc3ccc(Cl)cc3)[C@H]2C(=O)N1C1CCCCC1 | 8%[76.3 µM] | -2%
O=C(NCC(=O)N1CCCC1)c1ccc(Br)o1 | -3%[76.3 µM] | -1%
O=S(=O)(c1ccccc1)N1CCCc2ccccc21 | 14%[76.3 µM] | 2%
COc1ccc(N/C=C\C(=O)c2ccc3ccccc3c2)cc1 | -11%[76.3 µM] | -2%
CN1CCN(S(=O)(=O)c2ccc(NC(=O)c3ccccc3F)cc2)CC1 | 2%[76.3 µM] | 1%
O=C(Cc1cccc2ccccc12)Nc1cc(Cl)ccc1C(=O)O | 1%[76.3 µM] | 3%

# Source: PubChem BioAssay (National Center for Advancing Translational Sciences (NCATS))
